Vif imaging – HIV Vif self-association inhibitors, primary screen, imaging, HEK293T, single point | HEK293T cells, Vif self-association by quenched fluorescence, 24 h | inhibition, % at 7.49 µM | hit rate 0.35% among 340,000; in the data active means inhibition above about 50%, passing the limit was not always enough; further: some results filed as inactive read as strong as hits
TLR9-MyD88 inh – inhibitors of TLR9-MyD88 association in cells, primary screen, cell-based, CHO, BLA complementation, fluorescence; Toll-like receptor 9 (Homo sapiens) + Myeloid differentiation primary response protein …; CCF4 FRET ratio; inhibition, % at 4.98 µM; hit rate 0.21% among 340,000; AID 504734, 2011;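 active means inhibition above the mean over all tested compounds plus 3 SD, cut at about 21% in these data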;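 further: 0% = DMSO only wells and 100% = clavulanate BLA inhibitor control wells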
ABHD5 PLIN5 PPI – ABHD5-PLIN5 interaction inhibitors, primary screen, cell lysate, split luciferase complementation, luminescence. Perilipin-5 (Homo sapiens) + 1-acylglycerol-3-phosphate O-acyltransferase ABHD5 (Homo …. Split G. princeps luciferase complementation, 4 h. inhibition, % at 4 µM. hit rate 0.78% among 360,000. AID 602281, 2012;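 active means inhibition above the mean inhibition across every tested compound plus 3 SD, cut at about 22% in these data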;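 further: 0% = DMSO only wells and the 100% control is not disclosed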
Target sequence (Q00G26 whole entry, looked up): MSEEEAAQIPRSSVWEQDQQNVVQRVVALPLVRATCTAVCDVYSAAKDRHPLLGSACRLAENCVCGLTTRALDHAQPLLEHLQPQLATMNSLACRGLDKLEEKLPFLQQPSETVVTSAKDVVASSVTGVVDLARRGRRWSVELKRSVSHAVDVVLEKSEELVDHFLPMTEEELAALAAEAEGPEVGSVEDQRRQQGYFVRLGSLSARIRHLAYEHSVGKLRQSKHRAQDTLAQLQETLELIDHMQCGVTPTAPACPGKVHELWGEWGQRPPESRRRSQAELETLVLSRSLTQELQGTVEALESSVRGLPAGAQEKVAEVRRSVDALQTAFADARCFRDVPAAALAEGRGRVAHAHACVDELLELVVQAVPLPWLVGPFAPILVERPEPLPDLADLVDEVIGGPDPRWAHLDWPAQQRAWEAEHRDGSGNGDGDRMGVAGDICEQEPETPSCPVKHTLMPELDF
Target sequence (Q8WTS1 whole entry, looked up): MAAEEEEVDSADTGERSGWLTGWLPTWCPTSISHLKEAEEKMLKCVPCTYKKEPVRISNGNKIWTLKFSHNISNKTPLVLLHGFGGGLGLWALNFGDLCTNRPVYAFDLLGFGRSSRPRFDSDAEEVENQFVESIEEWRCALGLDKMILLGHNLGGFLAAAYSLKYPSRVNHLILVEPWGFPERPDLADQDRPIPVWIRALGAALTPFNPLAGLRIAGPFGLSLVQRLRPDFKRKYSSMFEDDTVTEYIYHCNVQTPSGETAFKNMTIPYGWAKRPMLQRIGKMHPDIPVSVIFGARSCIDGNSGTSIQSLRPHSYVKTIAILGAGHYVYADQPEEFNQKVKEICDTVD
MC4R antagonist – MC4R antagonists of cAMP signaling, primary screen, cell-based, TR-FRET, antagonist arm of biased-ligand search; MC4R-expressing cells, MTII-stimulated cAMP, LANCE TR-FRET; AID 540295, 2011; hit rate 0.48% among 360,000; inhibition, % at 6.5 µM; Melanocortin receptor 4 (Homo sapiens), P32245;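 active means inhibition above its plate's cutoff, the mean of tested wells on that plate plus 3 SD, cut at about 29% in these data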;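 further: 0% = Melanotan II alone and 100% = Melanotan II plus saturating MCL0020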
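Assay system: U2OS cells stably expressing human melanocortin 4 receptor (MC4R) / Dosing: 6.5 µM / Timing: compound 30 min, challenge 1 h, detection 1 h / Measured by: Eu-cAMP/anti-cAMP TR-FRET, emission 671 nm / Replicates: singlicate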
MC4R ag barr – MC4R agonists recruiting beta-arrestin, primary screen, cell-based, luminescence, agonist arm of biased-ligand search; U2OS MC4R beta-arrestin complementation; percent of melanotan II response, DMSO zero; activation, % at 8.9 µM; hit rate 0.98% among 360,000; Melanocortin receptor 4 (Homo sapiens), P32245;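 active means activation above a per-plate cutoff, the mean activation of sample wells on that plate plus 3 SD, cut at about 8% in these data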
aDG glyco up – activators of alpha-DG glycosylation, primary screen, uHTS, Pro5-aDG cells, AlphaScreen; activation, % at 10 µM; hit rate 0.22% among 360,000; alpha-DG glycosylation AlphaScreen (IIH6); 0% Pro5, 100% B10-LARGE cell signal; AID 624168, 2012;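 active means activation of at least 8% versus controls, or a plate z-score of at least 8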;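 further: Pro5 are CHO cells carrying HIG-tagged alpha-DG that lacks glycosylation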
N-glyco inh – increase of ERlucT glycosylation luciferase signal, primary screen, N-linked glycosylation inhibitor project, D54 ERlucT cells, luminescence, set 2; AID 588692, 2011; reporter increase, % at 12.5 µM; D54 ERlucT glycosylation luciferase reporter, 24 h; percent of 100 nM tunicamycin response; hit rate 0.23% among 360,000;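 active means mean luciferase reporter signal, scaled so untreated is 0 and the glycosylation-blocking control 100, at or above a set limit in every replicate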;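 further: luciferase carries N-glycosylation sites so blocking glycosylation raises the light; 0% = median of neutral control wells and 100% = median of 100 nM tunicamycin wells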
Granule exo inh – LAMP-1 surface exposure blockers, TALL-104 cells – cell-based, flow cytometry, MLPCN library, primary screen; TALL-104 LAMP-1 surface exposure; cells stimulated with thapsigargin and PMA; inhibition, % at 10 µM; hit rate 0.66% among 360,000; AID 651702, 2012;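 active means inhibition above about 55%, limit read from the data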
NOD2 RIPK2 PPI – NOD2-RIPK2 binding disruptors in cells, primary screen, fluorescence, CHO cells, BLA complementation. inhibition, % at 4.98 µM. AID 624267, 2012. CCF4 ratio. Receptor-interacting serine/threonine-protein kinase 2 (Homo sapiens), O43353. hit rate 0.38% among 360,000; in the data active means inhibition above about 21%;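 further: 0% = vehicle only and 100% = reference blocker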
ABCB6 inh 2 – ABCB6 transporter inhibitors, primary screen, K562-ABCB6 cells, flow cytometry, MLPCN library; K562-ABCB6 porphyrin accumulation, 1 h; hits give low values; AID 602162, 2011; hit rate 0.19% among 360,000; ATP-binding cassette sub-family B member 6 (Homo sapiens), Q9NP58; fluorescence ratio to DMSO, % at 10 µM;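 active means fluorescence ratio to DMSO below 75%, the collection mean minus 3 SD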;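 further: signal is porphyrin accumulated inside mitochondria; 100% equals median channel fluorescence of DMSO control wells; lower ratio means ABCB6 inhibition with less porphyrin fluorescence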
* hit, by the source's call; nt = not tested or not shown. Some of the compounds tested, so the mix of outcomes need not match the whole.

SMILES	Vif imaging	TLR9-MyD88 inh	ABHD5 PLIN5 PPI	MC4R antagonist	MC4R ag barr	aDG glyco up	N-glyco inh	Granule exo inh	NOD2 RIPK2 PPI	ABCB6 inh 2
O=C1NC[C@H](CCCCN2CCN(CCc3ccc(O)cc3)C(=O)C2=O)N(CCC2CCCCC2)C1=O	nt	nt	4.8	nt	nt	0.0	nt	4.0	-0.5	93.0
COc1ccccc1C(CNC(=S)NCc1ccccc1)N1CCCC1 (configuration not stated)	-16.5	9.3	-3.8	4.0	-1.0	-0.1	-1.1	0.7	1.3	100.0
OC(COCC1CC=CCC1)Cn1cnc2ccccc21 (configuration not stated)	-3.8	3.5	4.2	0.4	0.2	0.3	3.1	0.6	-13.0	94.0
O=[N+]([O-])c1cccc(-c2nnc3n2CCCCC3)c1	19.6	6.1	-7.9	7.2	-2.0	0.0	0.3	-0.4	-4.7	101.0
Cc1ccc(S(=O)(=O)N2CCC(C(=O)NCCc3ccc(S(N)(=O)=O)cc3)CC2)cc1	-2.4	3.1	0.9	15.0	0.5	-0.2	0.4	4.8	-3.7	106.0
Cc1nn(CC(=O)N2CCCc3ccccc32)c(C)c1[N+](=O)[O-]	-0.4	6.3	7.5	1.7	-0.8	-0.1	0.3	-2.6	-6.9	97.0
c1ccc(-c2nc3ccccc3[nH]2)nc1	-6.0	9.9	-9.4	-0.3	-1.9	0.2	-4.9	17.2	8.5	102.0
CC(=O)c1c(N2CCCCC2)nc(=O)n(-c2ccccc2)c1C	3.8	0.9	-4.9	-0.1	0.8	0.0	-1.4	4.3	-2.3	110.0
CCOC(=O)C1(C)CCN1C(=O)c1cc(F)cc(F)c1 (configuration not stated)	nt	nt	5.2	3.3	-2.4	0.0	4.1	-14.6	-7.2	95.0
COc1ccccc1CNC(=O)C1CC2Cn3c(nc4cc(C)c(C)cc43)C2N1C (configuration not stated)	-1.6	-1.9	-2.0	3.3	-0.1	0.0	0.8	18.5	-11.7	96.0
O=C(Nc1cccc2cccnc12)c1ccc2c(c1)OCCO2	-16.3	0.3	-7.4	2.1	0.6	0.1	-0.3	3.5	-1.8	43.0*
Cc1cccc(N2CCN(c3nc4ccccc4n4cnnc34)CC2)c1C	-14.1	-1.3	-1.1	5.9	0.5	0.2	8.3	2.4	-2.2	102.0
N#CC(OC(=O)c1ccccc1)c1cccc([N+](=O)[O-])c1 (configuration not stated)	1.6	-5.0	-1.3	-0.2	-0.2	0.0	1.8	-0.9	-5.2	97.0
COc1ccc(NC(=O)CSc2nnnn2-c2ccccc2F)cc1	-2.1	1.0	-5.0	-2.0	-1.2	0.2	-3.8	-0.3	-9.7	92.0
Cc1nc(SCCO)c2oc3ccccc3c2n1	-3.2	-0.4	4.7	-3.4	0.1	-0.4	0.4	0.9	-9.1	104.0
COc1ccc(Nc2nc(C(F)(F)F)nc(C)c2C#N)cc1	-3.1	-2.5	0.7	-2.5	1.5	-0.2	-0.7	-2.5	-9.8	98.0
Cc1ccc(S(=O)(=O)N2CCOCC2)cc1NC(=O)COC(=O)CCC(=O)c1cccs1	-3.9	11.2	5.7	15.4	-1.0	-0.1	1.8	0.3	-8.9	97.0
Cc1ccccc1-c1c(C)oc2cc(O)ccc2c1=O	-7.8	0.0	-1.6	0.8	-0.7	-0.2	-0.4	0.3	-19.6	88.0
O=C(Nc1cc([N+](=O)[O-])ccc1F)c1ccc2c(c1)OCCO2	10.8	-0.7	-1.3	14.8	1.1	0.3	1.4	1.8	-10.0	99.0
C[C@@H]1CCC[C@]2(O[C@@H](CCO)C[C@@H](O)[C@@H]2O)O1	nt	1.6	8.4	13.4	-1.1	0.4	2.6	14.1	8.1	80.0
O=C(CSc1nc2ccccc2c2nc3ccccc3n12)NCc1ccco1	30.0	1.9	6.8	1.8	-0.2	0.3	1.5	0.9	2.7	94.0
CCN1CCN(C(=O)c2cc3c(s2)-c2ccccc2S(=O)(=O)C3)CC1	nt	-5.0	-7.2	-5.6	-1.1	-0.3	-1.6	1.0	6.1	108.0
CC(C)n1c(Sc2nccn2C)nc2c1c(=O)n(C)c(=O)n2C	3.0	7.6	1.4	-6.3	-1.3	0.1	2.9	0.1	-7.7	92.0
CCOC(=O)c1[nH]c2ccc(OC)cc2c1NC(C)=O	nt	-3.5	-1.9	8.6	2.3	0.2	0.6	1.0	-12.6	101.0
Cc1ccc(C)c2c1[nH]c1ccc([N+](=O)[O-])cc12	-22.3	-3.9	2.4	-17.5	0.1	0.0	-8.5	0.9	-2.4	143.0

(cont.)
SMILES	Vif imaging	TLR9-MyD88 inh	ABHD5 PLIN5 PPI	MC4R antagonist	MC4R ag barr	aDG glyco up	N-glyco inh	Granule exo inh	NOD2 RIPK2 PPI	ABCB6 inh 2
C=CCn1c(COc2ccc(Cl)cc2)nnc1SCC(=O)N1CC(=O)Nc2ccccc21	-6.6	1.4	5.2	-3.3	-1.1	0.3	0.4	2.5	-4.4	92.0
COc1ccccc1NC(=O)C(C)OC(=O)C1COc2ccccc2O1 (configuration not stated)	2.0	-3.6	-5.2	4.6	-0.4	0.1	0.4	-1.5	-4.4	96.0
COC(=O)c1ccc2nc(-c3ccc(C)cc3)c(Cc3ccsc3)n2c1	nt	nt	7.2	nt	nt	0.4	0.1	-2.4	-5.2	104.0
Cc1ccccc1NC(=O)NCc1ccco1	10.7	2.5	8.4	10.7	-0.6	0.0	3.0	-1.0	4.8	104.0
Cc1cc2c(cc1S(=O)(=O)N1CCN(c3cccc(C)c3C)CC1)OCC(=O)N2	-0.2	2.6	-1.6	15.5	2.5	-0.3	-4.0	-2.1	6.9	98.0
O=C(NNC(=S)NC(=O)c1ccccc1[N+](=O)[O-])c1ccc(Cl)cc1Cl	-0.1	-0.6	0.5	11.0	-2.0	0.3	-0.6	-3.2	6.5	99.0
O=C(COC(=O)/C=C/c1cccs1)Nc1ccccc1Cl	0.1	-2.0	-1.5	0.3	-1.0	0.3	1.2	-0.5	-1.8	96.0
COc1ccc2sc(C)cc(=O)c2c1	-1.1	-0.8	-3.6	-5.9	0.7	0.4	-0.4	4.0	-18.2	97.0
NS(=O)(=O)c1ccc(CCNC(=O)c2coc3ccccc3c2=O)cc1	-7.8	-1.9	5.9	3.0	-2.1	-0.1	1.2	0.2	-3.9	94.0
COc1ccccc1CN1CC(C(=O)N(C)CCc2ccccn2)CCC1=O (configuration not stated)	7.1	-3.4	-5.8	8.9	-0.2	0.0	3.6	44.7	-8.1	102.0
Cc1cc(-c2cc(C)c(N)cc2C)c(C)cc1N	-18.1	-6.2	-2.1	-1.9	-2.2	-0.1	2.4	9.0	-0.1	98.0
COc1ccc(/C=N\NC(=O)c2ccccc2Br)cc1COc1ccc(F)cc1	-5.6	5.1	-1.7	2.1	-1.9	0.3	1.2	-1.5	5.3	95.0
O=C(NCCS(=O)(=O)NCCc1ccccc1)c1ccc2c(c1)OCO2	4.1	1.3	12.4	2.6	-1.5	0.2	-7.4	-2.0	2.0	97.0
O=C(CSc1n[nH]c(-c2cccnc2)n1)Nc1ccc([N+](=O)[O-])cc1	4.8	-6.2	0.2	9.5	0.8	0.0	3.1	13.8	0.9	167.0
CCOC(=O)C(=CNNc1c(C)csc1C(=O)OC)C(=O)OCC	-1.6	5.8	-4.6	7.1	-0.5	-0.1	-1.8	8.2	-3.2	102.0
CCc1ccc(/C(C)=N/NC(=O)C(O)c2ccccc2)s1 (configuration not stated)	-10.2	-12.3	11.3	11.0	0.1	0.0	0.4	-4.0	-9.3	96.0
CCOC(=O)CSCc1c(C#N)c2ccccc2n1C	-7.1	0.7	2.7	2.6	-1.3	0.2	-0.1	-1.7	11.0	94.0
Cc1sc2nc(SCC(=O)Nc3cccc(S(N)(=O)=O)c3)[nH]c(=O)c2c1C	-6.2	5.0	-9.3	-2.9	-5.5	0.0	0.3	-3.2	-1.7	97.0
C=CCn1c(=S)[nH]c2ccc(Br)cc2c1=O	14.5	-5.0	0.2	2.0	3.8	0.3	0.8	4.6	5.6	95.0
COc1ccc(OC)c(NS(=O)(=O)c2c(C(=O)N3CCCCCC3)c(C)n(C)c2C)c1	-3.5	9.1	-1.0	11.7	-2.0	0.3	-1.0	-1.0	8.0	101.0
CC(C)C[C@H](NC(=O)c1[nH]cnc1C(=O)N[C@H](C)c1ccccc1)C(=O)OCc1ccccc1	nt	-0.7	-9.6	12.1	0.0	0.6	-1.8	47.0	-9.1	95.0
COc1ccc(Cn2c(CCC(=O)Nc3ccccc3)nc3cccnc32)cc1	2.3	-2.0	4.5	2.9	-1.0	-0.2	2.2	-1.2	4.9	93.0
O=C1CCCC2=C1C1(CCCCC1)N=C(Nc1nc3ccccc3s1)N2	-5.3	3.8	7.9	6.3	-0.9	0.0	-1.5	-2.1	-0.5	101.0
COCCn1c(N)c(N(Cc2ccccc2)C(=O)Cc2c(Cl)cccc2Cl)c(=O)[nH]c1=O	0.3	-9.1	-0.5	6.4	-2.1	0.0	-0.1	0.6	-2.9	96.0
COc1cc2c(cc1OC)[C@H](C)N(C(=O)CSc1nc(O)c(C(C)C)c(=O)[nH]1)CC2	5.9	-0.2	1.4	9.5	-0.6	0.2	-1.3	5.4	-5.3	101.0
Cc1c(C(=O)Nc2ccc(N3CCOCC3)cc2)cccc1[N+](=O)[O-]	5.4	-10.3	1.9	-0.3	-1.0	-0.1	-2.8	-1.9	-0.8	98.0
O=C(CSc1nnc2ccccn12)c1ccc(OC(F)F)cc1OC(F)F	-4.0	-4.5	0.9	-1.8	-2.5	0.2	1.1	0.6	2.7	96.0

Entries of single compounds, looked up by structure.
COC(=O)c1ccc2nc(-c3ccc(C)cc3)c(Cc3ccsc3)n2c1 is entered as Vif imaging = nt; TLR9-MyD88 inh = nt; ABHD5 PLIN5 PPI = 7.2; MC4R antagonist = nt; MC4R ag barr = nt; aDG glyco up = 0.4; N-glyco inh = 0.1; Granule exo inh = -2.4; NOD2 RIPK2 PPI = -5.2; ABCB6 inh 2 = 104.0
COCCn1c(N)c(N(Cc2ccccc2)C(=O)Cc2c(Cl)cccc2Cl)c(=O)[nH]c1=O is entered as Vif imaging = 0.3; TLR9-MyD88 inh = -9.1; ABHD5 PLIN5 PPI = -0.5; MC4R antagonist = 6.4; MC4R ag barr = -2.1; aDG glyco up = 0.0; N-glyco inh = -0.1; Granule exo inh = 0.6; NOD2 RIPK2 PPI = -2.9; ABCB6 inh 2 = 96.0

High-throughput results deposited in PubChem by several laboratories.
